pPAFAH inh: pPAFAH enzyme inhibitors, primary screen, biochemical, fluorescence polarization, human | Platelet-activating factor acetylhydrolase (Homo sapiens), Q13093 | AID 463082, 2010 | recombinant pPAFAH, FP-rhodamine probe fluorescence polarization | inhibition, % at 3.39 µM | hit rate 1.5% among 330,000;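 active = inhibition above the mean inhibition across the screen plus 3 SD, cut at about 25% in these data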;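 note: inhibitors block binding of the rhodamine activity-based probe so polarization drops; 0% = enzyme with DMSO and 100% = wells lacking pPAFAH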
GLD-1 TGE inh: GLD-1/TGE RNA complex disruptors, primary screen, biochemical, fluorescence polarization | Female germline-specific tumor suppressor gld-1 (Caenorhabditis elegans), Q17339 | purified GLD-1 + fluorescein TGE RNA | inhibition, % at 5.96 µM | hit rate 0.44% among 320,000;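 active = percent inhibition above a per-plate cutoff, the plate mean of test compounds plus 3 SD, cut at about 30% in these data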;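 note: 0% = DMSO wells with GLD-1 and probe and 100% = wells lacking GLD-1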
BCLXL inh: inhibitors of human Bcl-xL, primary screen, biochemical, fluorescence polarization, HTS. Bcl-2-like protein 1 (Homo sapiens), Q07817. GST-Bcl-xL / FITC-Bim BH3 peptide fluorescence polarization. inhibition, % at 10.9 µM. hit rate 0.7% among 320,000. AID 2129, 2009;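 active = inhibition above the mean of all tested compounds plus 3 SD, cutoff set per campaign, cut at about 30% in these data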;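 note: 0% = DMSO wells and 100% = unlabeled Bim-BH3 peptide competitor; inhibitors lower millipolarization by displacing the labeled peptide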
Fam108B inh: mouse Fam108B serine hydrolase inhibitors, primary screen, counter-screen for RBBP9 inhibitor project, biochemical, fluorescence polarization; recombinant Fam108B, FP-Rh probe fluorescence polarization; inhibition, % at 9.51 µM; hit rate 0.33% among 300,000;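 active = inhibition above the screen mean inhibition plus 3 SD, computed separately per campaign, cut at about 18% in these data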;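 note: inhibitors lower polarization as less probe binds the enzyme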
AHR activator: AHR activators, primary screen, cell-based, luminescence, luciferase reporter, human; AHR-responsive luciferase reporter cells; activation, % at 5 µM; hit rate 2.5% among 320,000; in the data active = activation above about 47%;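 note: 0% = vehicle wells and 100% = reference agonist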
MEX-5 binding: MEX-5 zinc finger RNA-binding disruptors – biochemical, C. elegans, fluorescence polarization, MLPCN library, primary screen | Zinc finger protein mex-5 (Caenorhabditis elegans), Q9XUB2 | MEX-5/FITC-TCR2 RNA binding; stronger effect = lower value | activity score (negative = inhibition of binding), % at 10 µM | hit rate 0.38% among 300,000 | AID 1832, 2009;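 active = inhibition past about -25% in most replicates, and total fluorescence under double the plate's negative control median, limit read from the data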;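 note: 0% = DMSO and -100% = 5 µM competing unlabeled TCR2 RNA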
Target sequence (Q9XUB2 whole entry, looked up): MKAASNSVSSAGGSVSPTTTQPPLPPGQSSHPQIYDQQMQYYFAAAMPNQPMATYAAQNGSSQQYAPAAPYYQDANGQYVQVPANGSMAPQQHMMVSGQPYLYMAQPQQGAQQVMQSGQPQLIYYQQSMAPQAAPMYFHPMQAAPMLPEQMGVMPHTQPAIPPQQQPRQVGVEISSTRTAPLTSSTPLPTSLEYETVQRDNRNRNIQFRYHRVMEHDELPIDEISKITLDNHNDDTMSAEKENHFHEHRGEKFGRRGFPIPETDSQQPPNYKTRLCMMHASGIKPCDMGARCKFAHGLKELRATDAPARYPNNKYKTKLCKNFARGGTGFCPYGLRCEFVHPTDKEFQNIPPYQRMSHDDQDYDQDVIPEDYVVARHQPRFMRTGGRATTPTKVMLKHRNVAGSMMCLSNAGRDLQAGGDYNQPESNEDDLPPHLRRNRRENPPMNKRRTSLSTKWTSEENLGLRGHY
MCL1-BIM inh: inhibitors of MCL1 binding to BIM-BH3, primary screen, biochemical, fluorescence polarization | Induced myeloid leukemia cell differentiation protein Mcl-1 (Homo sapiens), Q07820 | GST-MCL1 / FITC-Bim-BH3 fluorescence polarization | inhibition, % at 10.9 µM | hit rate 0.68% among 320,000 | AID 2057, 2009;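 active = inhibition above the mean inhibition of all tested compounds plus 3 SD, set per campaign, cut at about 40% in these data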;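 note: 0% = DMSO wells and 100% = unlabeled Bim-BH3 peptide control; higher means more loss of mP so more displacement of Bim peptide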
PME-1 primary: PME-1 inhibitors via competitive probe labeling, primary screen, biochemical, fluorescence polarization, FP-Rh probe, HTS | Protein phosphatase methylesterase 1 (Homo sapiens), Q9Y570 | recombinant PME-1 | inhibition, % at 5.9 µM | hit rate 0.53% among 320,000 | AID 2130, 2009;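 active = inhibition above the campaign mean of all compounds plus 3 SD, cut at about 26% in these data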;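 note: competitive labeling of PME-1 active site by serine hydrolase directed probe; 0% = PME-1 with DMSO and 100% = wells lacking PME-1 enzyme; inhibitors block probe labeling so polarization falls and inhibition rises; many of its hits are not listed in these tables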
Target sequence (Q9Y570 whole entry, looked up): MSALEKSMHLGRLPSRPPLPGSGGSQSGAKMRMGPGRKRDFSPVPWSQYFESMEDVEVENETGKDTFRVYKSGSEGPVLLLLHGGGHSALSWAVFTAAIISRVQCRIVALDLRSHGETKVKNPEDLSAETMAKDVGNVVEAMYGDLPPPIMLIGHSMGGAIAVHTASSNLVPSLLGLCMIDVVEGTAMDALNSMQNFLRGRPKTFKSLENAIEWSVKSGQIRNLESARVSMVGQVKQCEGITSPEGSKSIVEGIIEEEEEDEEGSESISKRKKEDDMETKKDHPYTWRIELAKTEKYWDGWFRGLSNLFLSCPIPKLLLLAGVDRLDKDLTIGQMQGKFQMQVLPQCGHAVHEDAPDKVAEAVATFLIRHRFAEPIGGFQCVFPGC
PAFAH1B2 inh: PAFAH1B2 enzyme inhibitors, primary screen, biochemical, fluorescence polarization, human. Platelet-activating factor acetylhydrolase IB subunit alpha2 (Homo sapiens), P68402. recombinant PAFAH1B2, FP-rhodamine activity probe. inhibition, % at 3.39 µM. hit rate 1.2% among 340,000. AID 492953, 2010;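 active = inhibition above the mean of all tested compounds plus 3 SD, cut at about 24% in these data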;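 note: 0% = enzyme with DMSO and 100% = wells lacking PAFAH1B2; many of its hits are not listed in these tables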
Target sequence (P68402 whole entry, looked up): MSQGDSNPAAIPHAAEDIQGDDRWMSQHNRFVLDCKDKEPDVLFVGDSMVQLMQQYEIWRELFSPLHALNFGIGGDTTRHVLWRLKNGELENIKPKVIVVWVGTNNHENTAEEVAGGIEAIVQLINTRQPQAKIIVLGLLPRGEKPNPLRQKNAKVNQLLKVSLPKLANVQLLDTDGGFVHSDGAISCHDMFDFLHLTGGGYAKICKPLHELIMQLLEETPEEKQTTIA
* hit, by the source's call; x = no result given.

SMILES	pPAFAH inh	GLD-1 TGE inh	BCLXL inh	Fam108B inh	AHR activator	MEX-5 binding	MCL1-BIM inh	PME-1 primary	PAFAH1B2 inh
COc1cc(C(=S)N2CCOCC2)cc(Br)c1OS(=O)(=O)c1ccccc1	-5	10	0	-1	-1	-1.8	3	6	0
Fc1ccc(C2CC(c3cccs3)=NN2C(=S)Nc2ccccc2)cc1 (configuration not stated)	-1	1	5	-3	1	1.3	8	-6	-3
CC(=O)Nc1nc(N(C)C)nc(N(C)C)n1	1	-1	2	1	-3	-1.2	0	-2	0
O=C1CSC2=NCN(c3ccccc3)CN12	-1	-2	0	1	-1	2.3	-4	-6	7
Fc1ccc(N2CCN(C(c3cccs3)c3nnnn3CCc3ccccc3)CC2)cc1 (configuration not stated)	1	-10	4	3	0	3.8	-7	1	6
COc1cc(CC(=O)Nc2ncc(C)s2)cc(OC)c1OC	0	8	6	-2	5	2.2	-4	3	-4
CCOC(=O)CSCC(=O)N1N=C(c2cccs2)CC1c1ccc(F)cc1 (configuration not stated)	2	2	6	2	0	-1.8	8	11	0
O=C(c1ccccn1)c1ncc(C(F)(F)F)cc1Cl	0	6	-3	1	1	0.4	4	-1	-1
Clc1ccc(OCc2nn3c(C4CCCCC4)nnc3s2)c(Cl)c1	-9	11	0	1	8	-0.6	3	-3	3
Cc1c(CCOC(=O)CC23CC4CC(CC(C4)C2)C3)sc[n+]1CC(=O)c1ccc(Br)cc1	4	0	5	1	-1	2.5	9	1	2
Cc1ccc(C(=O)N/N=C/c2cn(Cc3ccccc3)c3ccccc23)cn1	6	0	3	-2	12	-0.8	-1	7	8
Nc1ccc(C#Cc2ccccc2)cc1	10	6	0	0	-7	4.1	5	6	1
N=c1sccn1CC(=O)N1CCc2ccccc21	3	-1	-2	-2	0	-0.2	-11	-1	1
Cn1c(=O)n(C)c2cc(C(=O)Nc3ccc4c(c3)OCO4)ccc21	2	-6	5	1	14	1.4	-1	-4	-2
COc1ccccc1C(CNC(=O)c1cccc(S(=O)(=O)Nc2ccc(C)cc2)c1)N1CCCC1 (configuration not stated)	31*	-5	-3	0	12	0.3	3	2	2
CCNC(=S)N1CCN(CC)CC1	0	2	3	3	-2	2.9	10	-3	4
Cc1ccc(N=Cc2cc(Cl)cc(Cl)c2O)nc1	5	5	9	1	3	-1.8	13	3	5
Cc1nn(CC(=O)NCCCN2CCCC2)c(=O)c2nn(-c3ccccc3)c(C)c12	-1	2	0	-1	-1	-0.9	-2	2	4
COCCn1nnnc1C(c1ccccc1)N1CCN(c2ccccc2)CC1 (configuration not stated)	6	6	3	-2	3	0.4	-2	-7	8
CCCN(C(=O)c1cccc(-n2cccc2)c1)c1c(N)n(Cc2ccccc2)c(=O)[nH]c1=O	11	-1	-3	1	0	-0.2	27	-6	-1
COc1ccc(C(=O)Nc2ccc3oc(-c4cccc(Cl)c4)cc(=O)c3c2O)cc1	-6	-5	0	-17	24	1.1	6	-18	-7
CC(C)(C)c1nn2cnnc2n(/N=C/c2cccc3ccccc23)c1=O	0	4	2	-1	22	1.6	3	3	5
CC(C)(/C=N/NC(=O)CSCc1ccc(Cl)cc1)CCC#N	2	4	3	-1	2	2.1	-2	3	2
COc1ccc(CN(C(=O)c2snc(C(N)=O)c2N)C(CC(C)C)C(=O)NC2CCCCC2)cc1 (configuration not stated)	-4	1	0	-5	0	-1.0	1	-12	-3
Cc1cc(Cl)ccc1OCC(=O)NNC(=O)c1ccco1	-5	-3	4	1	-3	0.9	12	1	2
OCC[C@H]1C[C@H](O)[C@@H](O)[C@@]2(CCc3ccccc3CO2)O1	1	-2	5	4	4	x	6	4	2
O=C(COc1ccc(/C=N/NC(=O)c2ccncc2)cc1)Nc1ccc([N+](=O)[O-])cc1	0	4	8	-3	5	-0.8	4	-4	-7
O=C(CSc1nc(-c2ccccc2)cc(=O)[nH]1)Nc1ccc(Br)cc1	-1	-3	0	-10	10	-0.2	-4	-4	2
O=C(NN1C(=O)CSC1=S)c1cccnc1	1	-4	0	-3	-2	-5.2	-3	1	x
COc1ccc(CC2C(=O)OC(C)(C)OC2=O)cc1	1	0	4	-4	-3	-0.5	5	0	3
Cc1c(C#N)c2ncnc(N)c2n1-c1ccccc1	0	-12	-9	-4	0	x	-11	1	7
O=C(/C=N/O)Nc1cccnc1	7	10	2	0	1	-3.0	-5	1	8
CC1(C(=O)NC(=S)N(CCC#N)c2ccccc2)CC1(Cl)Cl (configuration not stated)	1	2	8	2	1	3.2	6	0	-1
CN(C)c1ccc(N/C=C/C(=O)c2ccc(F)cc2)cc1	31*	1	-5	-3	9	-0.6	-12	7	2
CN(C)c1cccc(NC(=O)C2(C)CC2(Cl)Cl)c1 (configuration not stated)	3	-2	-5	1	6	0.6	-3	4	3
COC(=O)CSc1nc(C)cc(C)c1C#N	2	-5	5	-4	2	-1.1	3	-8	0
Clc1c(-c2ccccc2)nnn1-c1ccccc1	2	2	1	-1	-2	0.3	-4	5	0
CCn1c(SCC(=O)NNC(=O)c2ccc(C)cc2)nnc1C(C)C	6	0	-2	1	-3	-1.3	-3	2	1
Cc1noc(C)c1S(=O)(=O)Nc1ccc(C#N)cc1	5	1	-3	-1	3	0.9	-3	4	-2
CCc1ccc(NS(=O)(=O)c2cccc3nonc23)cc1	10	-16	-5	3	1	2.7	-10	3	6
CC(C)OP(=O)(c1ccc(N(C)C)cc1)C(O)c1ccc(C(C)C)cc1 (configuration not stated)	4	1	1	0	-1	1.9	-1	4	7
COc1cccc(C(=O)OCC(=O)NCCC2=CCCCC2)c1	22	-2	x	x	1	x	x	x	3
O=C(NN1CCN(Cc2ccccc2Cl)CC1)c1ccc(Cl)cc1	4	3	5	-1	-1	-0.1	11	7	4
CN1C(=O)c2ccccc2OC1(C)Cc1ccccc1 (configuration not stated)	1	0	6	4	1	-1.2	0	-3	-3
O=C(CCC(=O)c1cccs1)NCc1ccc(F)cc1	1	1	3	1	0	-1.7	-2	-3	-2
O=C(COc1ccccc1[N+](=O)[O-])N1CCCc2ccccc21	2	0	-1	0	12	-0.6	-2	-4	8
CC(Cc1ccccc1)C(=O)NCc1ccncc1 (configuration not stated)	0	1	3	4	1	-1.4	1	-1	-3
COc1cccc(-c2ccc3nnc(SCC(=O)Nc4ccc(NC(C)=O)cc4)n3n2)c1	-3	6	-4	-4	2	-4.0	-10	-7	3
COc1ccc(OCC(=O)Nc2cc(-c3nn(C)c(=O)c4ccccc34)ccc2N2CCOCC2)cc1	-3	0	3	1	0	0.3	8	1	2
C/C(=N\Nc1nc(N2CCCCCC2)nc(N2CCCCCC2)n1)c1ccccc1	5	-1	3	6	7	0.5	-2	1	-2
COC(=O)c1cccc(C(=O)N2CCCC(C(=O)c3cccc(OC(C)C)c3)C2)c1 (configuration not stated)	3	-4	-2	1	1	3.2	-4	0	8
Cc1csc(NC(=O)C2=COCCO2)n1	7	2	3	8	7	2.3	-1	3	0
CC(NC(=O)CN1CCN(Cc2ccc(Cl)cc2)C1=O)c1ccc2c(c1)OCCO2 (configuration not stated)	2	5	1	-1	0	-2.8	6	4	9
O=C(NCc1cccc(C(F)(F)F)c1)C1CCC(=O)N(C2CCCCCC2)C1 (configuration not stated)	4	7	7	-4	-1	1.6	6	0	5
O=C(O)/C=C\C(=O)NCc1cccnc1	-1	8	17	-1	1	-6.6	10	3	4
Cc1c(C(=O)N2CCN(Cc3ccccc3)CC2)sc2ncnc(N3CCOCC3)c12	4	-3	5	-3	1	-1.0	18	0	4
CC(NS(=O)(=O)c1ccc(OCC(=O)NCc2ccncc2)cc1)c1ccccc1 (configuration not stated)	6	-1	-1	0	1	-1.2	-4	-2	13
Cc1c2cnn(CC(=O)Nc3cccc(C(F)(F)F)c3)c(=O)c2c(C)n1Cc1ccccc1F	3	-4	7	-2	0	2.3	3	-3	1
O=C(CCn1c(=O)oc2ccccc21)NCc1ccc2c(c1)OCO2	2	0	-7	5	2	-2.1	-3	-6	3
COc1cc(C(=O)N[C@H](C(=O)NC2CCCCCC2)C(C)C)cc(OC)c1OC	-1	2	1	1	12	1.0	2	2	0

Next results follow:
SMILES	pPAFAH inh	GLD-1 TGE inh	BCLXL inh	Fam108B inh	AHR activator	MEX-5 binding	MCL1-BIM inh	PME-1 primary	PAFAH1B2 inh
CCN(CC)S(=O)(=O)c1ccc(N2CCOCC2)c(NS(=O)(=O)c2ccc(C)cc2)c1	5	3	4	-3	-1	0.5	2	9	4
O=C(CN1CCOc2ccccc21)NCc1cccs1	-4	2	-1	-4	6	0.5	-4	-7	1
Cn1c(=O)n(C)c2cc([N+](=O)[O-])c(N3CCN(S(=O)(=O)c4ccccc4)CC3)cc21	10	6	7	2	-4	-3.7	7	7	3
COc1ccc(-c2cc(C(=O)NNC3=NCCC3)c3c(C)nn(-c4ccccc4)c3n2)cc1	-7	-6	-9	-7	4	1.7	-2	-2	5
Cc1cccc(N=Cc2[nH]c3ccc(Br)c(Cl)c3c2O)c1	-2	-8	-38	-3	13	x	-68	10	-14
CCc1ccc2c(c1)/C(=N/N(C)C(=S)NC)C(=O)N2	6	1	7	3	43	1.6	8	20	3
Cc1ccc(C(=O)NNC(=O)c2cccnc2SCc2cccc([N+](=O)[O-])c2)cc1	3	-6	3	-4	9	0.5	0	-2	2
C/C(=N\NC(=O)c1[nH]c2c([N+](=O)[O-])cc(C)cc2c1-c1ccccc1)c1cccnc1	3	-2	5	-1	17	3.4	3	7	4
Cc1ccc(NC(=O)CSCC(=O)Nc2ccccc2N2CCCC2)cc1	2	-7	0	4	20	0.0	-2	2	15
CCOC(=O)c1c(C)nc2c(c1-c1cc(OC)ccc1OC)C(=O)CC(C)(C)C2	2	2	2	0	1	0.8	-3	1	2
CC(C)NC(=O)Nc1cccc2c1O[C@H](CN(C)C(=O)Nc1ccccc1)[C@@H](C)CN([C@H](C)CO)C2=O	-2	4	x	x	1	x	x	x	-4
COc1ccccc1N1CCN(CC(=O)Nc2cc(F)ccc2C)CC1	-2	4	1	-1	5	-0.1	-3	0	-1
CC(=O)Nc1ccc(NC(=O)/C=C/c2ccc(Cl)cc2)cc1	2	8	2	2	1	-2.2	3	-3	0
CC1(C)SCC(C(=O)O)NC1=O (configuration not stated)	6	2	-3	2	-3	1.1	-3	7	6
Cc1ccc(S(=O)(=O)c2nc(-c3ccco3)oc2SCC(=O)NCC2CCCO2)cc1 (configuration not stated)	3	-5	10	2	0	-0.5	27	-6	1

Compound activity as filed in PubChem.

These rows are one share of the data; the hit share may differ from the screen's.
